Pemphigus Ab inh: inhibitors of pemphigus antibody binding to human desmoglein-3; 310,000 compounds, 0.48% hits; DSG3-coupled beads, scFv-anti-DSG3-GFP binding, flow cytometry; stronger effect = lower value; binding (percent of control), % at 10 µM; P32926;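 active = binding more than 3 SD below its plate's average and above zero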; also: some compounds called inactive have numbers as strong as hits
NSD2 HMT inh: inhibitors of human histone methyltransferase NSD2. O96028. NSD2 peptide methylation, AlphaScreen, 120 min. 310,000 compounds, 0.54% hits. AID 743445. inhibition, % at 12.5 µM; in the data active = inhibition above about 50%
Target sequence (O96028 whole entry, looked up): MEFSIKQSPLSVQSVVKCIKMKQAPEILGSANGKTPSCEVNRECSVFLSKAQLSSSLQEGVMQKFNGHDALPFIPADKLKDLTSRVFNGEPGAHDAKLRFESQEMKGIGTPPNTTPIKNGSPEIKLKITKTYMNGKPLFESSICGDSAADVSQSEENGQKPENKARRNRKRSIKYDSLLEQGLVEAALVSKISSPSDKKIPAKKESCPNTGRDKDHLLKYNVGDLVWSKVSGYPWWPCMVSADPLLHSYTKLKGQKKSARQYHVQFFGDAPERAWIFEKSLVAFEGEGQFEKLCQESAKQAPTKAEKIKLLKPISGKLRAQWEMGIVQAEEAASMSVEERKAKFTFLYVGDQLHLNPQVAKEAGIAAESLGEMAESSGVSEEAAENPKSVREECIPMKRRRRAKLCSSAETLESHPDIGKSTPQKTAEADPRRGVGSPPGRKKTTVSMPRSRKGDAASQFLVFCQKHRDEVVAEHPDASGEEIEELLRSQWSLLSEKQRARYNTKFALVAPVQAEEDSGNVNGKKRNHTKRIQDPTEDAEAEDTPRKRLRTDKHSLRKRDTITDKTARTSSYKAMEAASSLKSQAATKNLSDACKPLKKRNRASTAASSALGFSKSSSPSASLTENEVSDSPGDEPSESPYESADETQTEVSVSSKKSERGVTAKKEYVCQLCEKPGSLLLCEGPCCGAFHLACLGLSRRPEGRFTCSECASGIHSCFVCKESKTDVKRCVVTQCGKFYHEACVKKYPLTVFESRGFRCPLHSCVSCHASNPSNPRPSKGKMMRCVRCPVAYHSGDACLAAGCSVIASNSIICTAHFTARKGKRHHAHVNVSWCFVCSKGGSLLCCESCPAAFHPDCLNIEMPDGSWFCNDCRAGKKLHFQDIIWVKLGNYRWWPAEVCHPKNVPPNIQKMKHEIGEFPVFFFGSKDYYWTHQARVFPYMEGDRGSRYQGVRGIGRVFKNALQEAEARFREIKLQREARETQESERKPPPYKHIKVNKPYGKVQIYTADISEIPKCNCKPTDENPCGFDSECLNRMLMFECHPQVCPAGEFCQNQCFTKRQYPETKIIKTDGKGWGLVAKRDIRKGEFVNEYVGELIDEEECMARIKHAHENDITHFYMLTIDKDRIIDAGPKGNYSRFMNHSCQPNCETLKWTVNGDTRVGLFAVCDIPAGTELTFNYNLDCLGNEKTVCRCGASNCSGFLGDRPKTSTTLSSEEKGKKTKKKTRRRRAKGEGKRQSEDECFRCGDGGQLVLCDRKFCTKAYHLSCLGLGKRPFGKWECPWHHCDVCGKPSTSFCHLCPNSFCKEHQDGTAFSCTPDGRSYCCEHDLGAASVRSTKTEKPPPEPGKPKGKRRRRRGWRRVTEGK
Keap1 Nrf2 FP: disrupts human Keap1 binding to Nrf2 peptide; Q14145; inhibition, % at 9.4 µM; AID 504523; Keap1 Kelch-Nrf2 peptide fluorescence polarization, 1536-well; 340,000 compounds, 0.15% hits; in the data active = inhibition above about 12%;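 also: human Keap1 Kelch domain with fluorescein labeled Nrf2 9mer peptide probe; 0% = neutral control wells and 100% = peptide positive control; higher means more block of Keap1 binding to Nrf2 peptide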
LANA DNA inh: inhibitors of KSHV LANA C-terminal domain DNA binding | 340,000 compounds, 0.078% hits | inhibition, % at 9 µM | MBP-C-LANA/FAM-LBS DNA binding, fluorescence polarization;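 active = highest replicate inhibition at or above 60% at 9 µM, even if other replicates fall short; inactive = all replicates below 60% inhibition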;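 also: 0% = neutral control wells and 100% = 4 µM acridine orange control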
RTF Ca sens inh: cardiac RTF calcium desensitization | P19429+P45379 | IANBD-labeled cardiac RTF, Ca2+ fluorescence | inhibition, % at 7.15 µM | 340,000 compounds, 0.12% hits | AID 493244;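 active = inhibition above the mean inhibition of all tested compounds plus 3 SD, cut at about 17% in these data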;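 also: assay run at fixed EC70 calcium of 1.6 mM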
Arr AP2 block: human beta-arrestin and AP2 interaction inhibition; AID 504490; FITC-arrestin peptide / GST-AP2 beads, flow cytometry; AP2 beta2 appendage carries R879A mutation; 340,000 compounds, 0.31% hits; inhibition, % at 10 µM;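 active = inhibition above a set limit, near 3 SD of compounds lacking own fluorescence, cut at about 54% in these data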;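 also: plate controls were DMSO wells for no effect and 5 µM unlabelled arrestin peptide for full effect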
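System: GST-AP2 R879A glutathione beads; medium: PBS, Tween 20 0.05%, BSA 0.1%; reagent: fluorescein-tagged arrestin peptide at 50 nM final; schedule: pre-incubation 12 min, peptide binding 1 h, room temperature; detection: flow cytometry, FL1 (488/535 nm); read-out: inhibition as reduced fluorescein signal on beads, percent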
CAL PDZ FP-1: blocks peptide binding to the human CAL PDZ domain. Q9HD26. purified CAL PDZ, TMR-peptide fluorescence polarization, 1 h. inhibition, % at 24.9 µM. 300,000 compounds, 0.92% hits. AID 602252;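 active = mean inhibition of at least 30% with at least half of replicates also reaching 30%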;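 also: 0% = DMSO neutral control and 100% = excess unlabeled competitor peptide PRC23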
CAL PDZ FP-2: inhibitors of human CAL PDZ peptide binding; purified CAL PDZ, TMR-peptide fluorescence polarization, 1 h; inhibition, % at 20 µM; 330,000 compounds, 0.02% hits; AID 504414;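 active = highest replicate inhibition of at least 40%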;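 also: plate controls were DMSO neutral control wells for no effect and unlabeled competitor peptide control wells for full effect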
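Test system: purified CerCALP PDZ construct; Compound dosing: one concentration, 20 µM compound; Also added: TMR-labelled reporter peptide T*-PRC34 bound in PDZ groove; Read-out: inhibition from polarization loss; Controls: unlabelled peptide and DMSO controls; Signal: FP readout, S and P plane fluorescence; Incubation: 1 h at RT.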
V-ATPase pHluor: alters yeast V-ATPase proton transport; S. cerevisiae, pHLuorin cytosolic pH fluorescence; response, % at 10 µM; 350,000 compounds, 0.37% hits; in the data active = response mostly above about 7.3%, no sharp cut-off; inactive = mostly below about 5.4%; also: actives read high; inactives centre near 0; some compounds called inactive have numbers as strong as hits
DAGLB inh: blocks human DAGLB lipase activity | Q8NCG7 | HEK293T DAGLB membrane lysate, EnzChek fluorogenic substrate | inhibition, % at 5.17 µM | 340,000 compounds, 0.059% hits; in the data active = inhibition above about 34%;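 also: 0% = enzyme with vehicle and 100% = wells lacking enzyme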
* = called active by the depositor; . = not tested or not shown.

| mol | Pemphigus Ab inh | NSD2 HMT inh | Keap1 Nrf2 FP | LANA DNA inh | RTF Ca sens inh | Arr AP2 block | CAL PDZ FP-1 | CAL PDZ FP-2 | V-ATPase pHluor | DAGLB inh |
| --- | --- | --- | --- | --- | --- | --- | --- | --- | --- | --- |
| CCCCc1nc(NCCNC(=O)c2ccccc2)c(C#N)c2c1CSC(C)(C)C2 | 127 | . | -9 | 0.5 | -14 | 6 | 11 | . | -1 | 0 |
| CCCOc1ccc(C(=O)Nc2ccc(NC(=O)c3cccs3)cc2)cc1 | . | -1 | 1 | 0.5 | -8 | 15 | -2 | -2.1 | 1 | 0 |
| CN1CCN(C(=O)c2ccccc2N(Cc2ccccc2)S(C)(=O)=O)CC1 | . | 2 | -3 | -1.3 | 5 | -2 | 2 | -0.9 | -1 | -4 |
| COc1ccc(Cl)cc1NC(=O)c1cnc2sccn2c1=O | 96 | . | 6 | -0.2 | -8 | 7 | . | -1.6 | -5 | 0 |
| O=S(=O)(c1ccc2ccccc2c1)n1cnc2ccccc21 | 99 | 0 | -2 | -1.1 | -6 | 6 | 2 | -2.2 | -3 | -4 |
| CN(CC(=O)Nc1ccccc1Br)C(=O)c1cccn1C | 105 | -1 | 3 | 0.9 | -5 | -4 | 18 | -0.4 | 6 | 1 |
| Cc1cnc(C(=O)OCC(=O)N(CC(C)C)C2CCS(=O)(=O)C2)cn1 (centres undefined) | . | -2 | -1 | 0.7 | -2 | -23 | 1 | 0.4 | -3 | 0 |
| Nn1cnnc1SC1CCCCC1NS(=O)(=O)c1ccccc1 (centres undefined) | . | 0 | -7 | -2.2 | -1 | 3 | -2 | -0.1 | -3 | -4 |
| O=C(NCCc1ccccc1)C1COc2ccccc2O1 (centres undefined) | 100 | 19 | -2 | 0.9 | -4 | 9 | -4 | -1.6 | -1 | -5 |
| CC(C)Cc1nnc(NC(=O)Cc2ccccc2[N+](=O)[O-])s1 | 97 | -3 | 5 | 0.2 | -2 | -7 | . | 0.2 | 0 | -2 |
| CCN(C[C@H]1N[C@@](CC)(C(=O)OC)[C@H]2C(=O)N(Cc3ccccc3)C(=O)[C@@H]12)S(=O)(=O)c1ccc(OC)cc1 | 104 | . | -2 | 0.7 | -5 | -7 | -2 | 0.8 | -1 | 2 |
| Cc1ccc(-c2nnc(SCC#CCOC(=O)c3cccs3)o2)cc1 | . | 14 | -2 | -0.1 | -17 | -5 | . | -0.7 | -3 | -6 |
| CNC(=O)c1ccc(NC(=O)c2ccc3c(=O)n4c(nc3c2)CCC4)cc1 | 98 | -1 | -1 | 2.3 | -5 | -5 | 5 | -0.8 | 1 | -2 |
| Cn1c(C(=O)NN)cc2cc(OCc3ccccc3)ccc21 | 100 | 0 | . | . | . | -11 | . | . | 4 | . |
| O=S(=O)(Cc1noc(-c2ccc(Cl)cc2)n1)Cc1ccco1 | 111 | 0 | . | . | . | -3 | . | . | -1 | . |
| O=C(O)c1ccc(Cl)c(S(=O)(=O)N(Cc2ccccc2)c2ccccc2)c1 | 102 | 1 | 1 | -1.8 | -27 | 18 | -1 | -0.7 | 0 | 6 |
| C=CCc1cc(Cl)ccc1OCCCNCCO | 95 | 11 | -4 | -1.1 | 2 | 17 | -2 | -2.7 | -3 | -6 |
| CCN1CCN(CC(=O)N2N=C(c3ccc(OC)cc3)CC2c2ccc(OC)cc2)C(=O)C1=O (centres undefined) | 115 | -1 | 5 | 1.6 | 6 | 5 | -3 | -1.8 | -3 | 1 |
| CCC(C)[C@H](NC(=O)c1cn(CC)c2cc3c(cc2c1=O)OCO3)C(=O)NCCCn1ccnc1 (some centres undefined) | . | 10 | -5 | 0.3 | -9 | 8 | -4 | -0.5 | 0 | -1 |
| Nc1cc2c(cc1Cl)-c1ccccc1C2=NO | 97 | -2 | -5 | -1.7 | 6 | 12 | -2 | 0.2 | 0 | 4 |
| CCOC(=O)Nc1ccc2c(c1)N(C(=O)CN)c1ccccc1CC2 | 91 | -1 | -3 | 0.3 | -8 | 14 | -4 | -0.9 | 4 | 0 |
| COc1ccc(N(C(=O)COc2ccc(F)cc2)S(=O)(=O)c2ccc(C)cc2)cc1 | 100 | -2 | 3 | 1.2 | 7 | -10 | -1 | -0.1 | -2 | -3 |
| Nc1c(C(=O)NCc2ccco2)nnn1CC(=O)Nc1ccc2c(c1)OCO2 | 96 | 11 | -5 | 1.2 | 5 | -10 | . | -1.7 | -1 | 1 |
| O=C(CNC(=O)c1ccc(Br)o1)NCc1ccccc1Cl | 106 | -2 | 4 | 0.3 | -2 | -13 | -1 | -2.2 | 0 | 0 |
| O=C(/C=C/c1ccco1)Nc1cccnc1 | 83 | 4 | -3 | 4.1 | 0 | -1 | -2 | -1.8 | 0 | 0 |
| Cc1ccc2nc(C(F)C(F)(F)F)[nH]c2c1 (centres undefined) | 106 | -4 | -4 | 0.6 | -4 | 10 | -3 | -0.3 | 1 | -1 |
| COc1ccc(C(=O)C2CCCN(C(=O)CSC)C2)cc1OC (centres undefined) | 104 | 0 | -5 | -0.4 | 2 | 31 | -3 | -1.0 | 8 | -2 |
| O=C(Nc1ccc(F)c(Cl)c1)N1CCCCCC1 | 94 | -6 | -3 | -1.5 | -4 | 44 | -2 | -0.2 | -2 | -1 |
| Cc1cc(/C=C(/C#N)c2cccc(Cl)c2)c(C)n1C | 130 | -2 | 0 | -0.9 | -3 | -1 | -4 | -2.6 | -5 | 4 |
| COc1ccc(/C=C/c2noc(-c3ccccc3O)n2)cc1 | 102 | -2 | -5 | -0.4 | 4 | -3 | -6 | -0.4 | 1 | -10 |

Part of the list above in order of molar mass, descending:
| mol | Pemphigus Ab inh | NSD2 HMT inh | Keap1 Nrf2 FP | LANA DNA inh | RTF Ca sens inh | Arr AP2 block | CAL PDZ FP-1 | CAL PDZ FP-2 | V-ATPase pHluor | DAGLB inh |
| --- | --- | --- | --- | --- | --- | --- | --- | --- | --- | --- |
| COc1ccc(N(C(=O)COc2ccc(F)cc2)S(=O)(=O)c2ccc(C)cc2)cc1 | 100 | -2 | 3 | 1.2 | 7 | -10 | -1 | -0.1 | -2 | -3 |
| Nc1c(C(=O)NCc2ccco2)nnn1CC(=O)Nc1ccc2c(c1)OCO2 | 96 | 11 | -5 | 1.2 | 5 | -10 | . | -1.7 | -1 | 1 |
| CNC(=O)c1ccc(NC(=O)c2ccc3c(=O)n4c(nc3c2)CCC4)cc1 | 98 | -1 | -1 | 2.3 | -5 | -5 | 5 | -0.8 | 1 | -2 |
| O=S(=O)(c1ccc2ccccc2c1)n1cnc2ccccc21 | 99 | 0 | -2 | -1.1 | -6 | 6 | 2 | -2.2 | -3 | -4 |
| O=C(/C=C/c1ccco1)Nc1cccnc1 | 83 | 4 | -3 | 4.1 | 0 | -1 | -2 | -1.8 | 0 | 0 |

(listing goes on)
canonical_smiles,Pemphigus Ab inh,NSD2 HMT inh,Keap1 Nrf2 FP,LANA DNA inh,RTF Ca sens inh,Arr AP2 block,CAL PDZ FP-1,CAL PDZ FP-2,V-ATPase pHluor,DAGLB inh
OC1(C#Cc2c(-c3ccsc3)oc3ccc(N4CCOCC4)cc23)CCCCC1,100,.,2,0.0,15,-1,-1,0.7,-16,3
O=C(N/N=C/c1ccncc1)c1cccc(NC(=O)c2ccccc2Cl)c1,100,-6,-2,-0.9,-3,7,-2,-4.6,0,1
COCCn1c(C)c(C)c(S(=O)(=O)c2ccccc2)c1N,97,0,-4,2.6,-13,-15,-6,-0.5,0,-3
O=C(CN1C(=O)S/C(=C/C=C/c2ccccc2)C1=O)Nc1ccc(C(=O)O)cc1,110,11,-9,-0.8,-3,-2,-1,-1.4,0,3
C=CCN1C(=O)c2cccc3c(Br)ccc(c23)C1=O,104,1,-1,-0.3,-11,9,-1,0.3,-1,-3
COc1ccc(CN2CCN(Cc3ccco3)CC2)c(OC)c1,88,0,-6,-2.7,1,5,1,-1.3,1,-2
Cn1c(-c2ccc3c(c2)OCO3)cnc1NCc1ccc(Cl)cc1,110,3,-5,-1.4,-10,11,-2,-1.5,4,1
CSc1ncc(C(=O)Nc2ccccc2)cn1,100,2,-3,0.4,-4,7,-2,.,2,-3
O=C(Nc1cccc(Cl)c1)c1ccc(F)c(S(=O)(=O)NCc2cccs2)c1,98,-3,-4,0.9,-8,-2,-1,-2.2,1,-2
CC(C)(C)c1ccccc1OCCOCCN1CCCCCC1,110,-1,-6,0.5,-5,5,9,-0.7,-1,-5
CN(CC(=O)Nc1cc(S(=O)(=O)N2CCCC2)ccc1Cl)Cc1nc2ccccc2c(=O)[nH]1,102,-2,2,-0.3,-1,1,.,-1.9,3,1
COC(=O)c1ccc2c(=O)[nH]c(CSc3nnc(C(F)(F)F)n3C)nc2c1,104,3,-3,0.0,-6,27,1,-0.1,1,0
Cc1ccc(N=C2C(=S)N(c3ccc(C)cc3)C(=N)N2/N=C/c2ccc(Cl)cc2)cc1,90,3,-7,0.5,-3,4,-1,-2.5,5,3
CCc1nnc(NC(=O)c2ccc(Cl)c(S(=O)(=O)N3CCc4ccccc4C3)c2)s1,114,33,3,1.4,2,-7,-4,-0.2,3,3
O=S(=O)(/N=C(\Sc1ccc(Cl)cc1)c1ccccc1)c1ccccc1,103,4,0,-0.3,-6,35,-6,.,0,3
Cc1ncoc1C(=O)Nc1cccc(Cl)c1C,97,7,-2,1.4,-4,-29,1,-0.5,1,1
COc1cccc(CN(C)CC(=O)Nc2ccccc2C(=O)NC2CC2)c1,95,3,-4,-0.3,-7,4,-39,-1.0,8,-2
COc1ccc(Oc2nc(-c3ccncc3)nc3ccccc23)cc1,97,-4,-5,0.0,.,41,-4,-0.8,0,.
Cc1ccc(OCC(=O)Oc2c(C)cccc2C)cc1C,113,-4,-2,3.5,1,6,-8,0.1,5,-14
COc1ccc(/C=N/NC(=O)CN2CCCCCCC2)c(C)c1C,89,5,0,1.1,2,34,0,-2.2,-1,2
CCOC(=O)c1c(-c2ccccc2)nc2ccc(C)cn12,98,0,-1,0.3,-11,-1,1,-1.5,6,-8
Cc1cc2cc(C)c(NCCNC(=O)c3cccs3)nc2cc1C,112,-1,-3,0.8,2,5,-2,-2.6,6,1
C=CCn1cccc(C(=O)Nc2ccc(Cl)cc2)c1=O,102,-6,0,0.6,-11,-3,-11,-1.0,-1,-5
CCCC(=O)Nc1nnc(Cc2ccccc2)s1,102,0,3,0.5,5,6,.,0.7,-1,1
CCS(=O)(=O)n1nc(-c2ccc(C)cc2)nc1N,93,10,2,0.8,6,-2,-2,-0.3,-3,1
Cc1ccnn1CCC(=O)O,88,-4,-2,0.3,-4,1,0,-2.3,6,-1
Cc1cccc(Oc2ccc(NC(=O)c3ccccc3C(=O)O)cc2)c1C,98,1,4,-0.1,3,39,1,-0.9,2,-3
COc1cc(C)nc(Oc2ccc(/C=N/O)cc2)n1,98,-1,-2,2.4,0,0,-1,-0.3,-4,-3

These rows are one share of the data (hit frequency here may not be typical).
